Screening results from PubChem BioAssay.
BCR signal inh: chronic active BCR signaling inhibition; Potency, µM (titrated, usually from 46.1 µM), without a hit: top-dose ratio change, negative = lower green/red ratio, usual class: inhibitors; 340,000 tested, 0.05% active; ABC-DLBCL IkBa-CBG/CBR reporter, luminescence ratio, 4 h; AID 493014; active = well fitted inhibition curve with a large enough effect in the signal ratio, with a control signal flat, not every such curve was filed as active; inconclusive = small, poorly fitted or top-dose-only effect, or effect the other way, or a change in a side signal; the % refers to the signal ratio;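 also: potency is read from the fitted curve at half-maximal effect; plate controls were basal doxycycline-induced cells for no effect and cells given 10 µM MG132 for full effect; MG132 reads +100%, hits lower the ratio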
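Concentration-response series (up to 46 uM) were applied to TMD8 dual-reporter cells for 4 h at 37C with doxycycline. Green/red ratio, after filter-overlap correction, defined %Activity; red signal alone was normalised to basal cells and zero luminescence.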
TCR activator: activates T cell receptor signaling. primary human leukocytes, anti-CD3, IL-2 HTRF, 48 h. 330,000 tested, under 10 active. Potency, µM (titrated, usually from 9.22 µM), for the others: at the highest dose activation of IL-2 secretion, usual class: activators; also: % of control where 0% means no effect
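TCR engagement came from a-CD3 beads alone, with compounds added to primary human leukocytes for 48 hr. Secreted IL-2 bridged europium cryptate- and d2-labelled anti-IL-2 antibodies, giving FRET emission at 665nm after 320nm excitation.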
TSG101-PTAP inh: blocks PTAP/TSG101 interaction to inhibit HIV-1 budding; AID 493005; 340,000 tested, under 10 active; Potency, µM (top dose mostly 115 µM), inactives show at the top dose activity change, negative = inhibition, most hits filed as inhibitors; Fluorescence polarization, FITC-PTAP peptide / Tsg101 binding; Q99816; active = well fitted inhibition curve with a large enough effect in the main read-out, with a control signal flat, not every such curve was filed as active; inconclusive = small, poorly fitted or top-dose-only effect, or effect the other way, or a change in a side signal; inactive = no such curve, though single readings can be large or run the other way; also: potency is read from the fitted curve at half-maximal effect; % of control where 0% means no effect
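Fluorescence anisotropy tracks displacement of a FITC-tagged PTAP peptide (50 nM) from the Tsg101 binding domain (10 uM), following a 20 min room-temperature incubation at pH 7.5.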
Tb PFK block: blocks T. brucei phosphofructokinase. AID 485367. Potency, µM (doses to about 57.5 µM), without a hit: top-dose activity, negative = inhibition, usual class: inhibitors. O15648. 330,000 tested, 0.17% active. T. brucei PFK, ADP-Glo luminescence;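 also: potency is read from the fitted curve at half-maximal effect; 0% = uninhibited 1x PFK enzyme wells and -100% = no-enzyme wells; nearly all actives have a fitted effect of over 60% in size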
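1.25 nM PFK with 0.5 mM F6P and 0.1 mM ATP in 0.1 M TEA pH 8.0, 5 mM MgCl2, incubated 45 min at room temperature; ADP measured by ADP-Glo luminescence; compounds titrated up to 57 uM.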
TSHR antagonist: blocks TSH signaling through the human TSH receptor | TSHR-expressing cells, TSH-stimulated cAMP HTRF, 2 h; stronger effect = lower value | activity change, negative = inhibition, % at 11.5 µM | 330,000 tested, 0.2% active | AID 504810;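 active = activity change below a set negative limit, meaning inhibition stronger than a set level, cut at about -70% in these data; inconclusive = activity change between two set negative limits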; also: % is scaled to controls: 0 for no effect and ±100 for the full control effect
Target sequence (P16473 whole entry, looked up): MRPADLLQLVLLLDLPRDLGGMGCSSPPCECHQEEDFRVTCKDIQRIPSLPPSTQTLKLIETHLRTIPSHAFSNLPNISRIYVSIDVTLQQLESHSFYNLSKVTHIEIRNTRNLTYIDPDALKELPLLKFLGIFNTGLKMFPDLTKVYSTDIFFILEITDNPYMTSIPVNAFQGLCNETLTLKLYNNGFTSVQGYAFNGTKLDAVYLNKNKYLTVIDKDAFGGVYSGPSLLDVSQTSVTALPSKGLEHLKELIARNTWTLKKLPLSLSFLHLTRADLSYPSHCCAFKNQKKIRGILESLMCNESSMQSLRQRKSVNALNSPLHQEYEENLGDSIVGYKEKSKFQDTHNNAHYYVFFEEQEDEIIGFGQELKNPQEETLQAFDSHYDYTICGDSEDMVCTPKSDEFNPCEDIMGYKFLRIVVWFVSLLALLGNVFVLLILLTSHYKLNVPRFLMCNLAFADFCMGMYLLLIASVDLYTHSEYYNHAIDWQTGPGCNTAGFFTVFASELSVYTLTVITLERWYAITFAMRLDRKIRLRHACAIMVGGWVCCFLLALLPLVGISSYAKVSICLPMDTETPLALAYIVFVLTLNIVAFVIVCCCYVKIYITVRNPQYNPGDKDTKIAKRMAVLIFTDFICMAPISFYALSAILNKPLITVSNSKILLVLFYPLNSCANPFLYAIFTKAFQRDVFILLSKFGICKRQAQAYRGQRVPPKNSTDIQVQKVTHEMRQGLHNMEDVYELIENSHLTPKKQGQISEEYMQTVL
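Cell-based HTRF cAMP assay; TSHR cells + compound, TSH EC80 (4nM final), 2 h, 37 deg C. Lysis with anti-cAMP cryptate and cAMP-d2, 30 min RT, read 665/620 nm.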
AT treatment: potential ataxia-telangiectasia treatment | Potency, µM (titrated, usually from 57.5 µM), without a hit: at the top dose activation, usual class: activators | […] A-T fibroblasts, KAP-1 phosphorylation AlphaLISA; neocarzinostatin DNA damage 30 min before lysis | 320,000 tested, 0.19% active; also: potency is read from the fitted curve at half-maximal effect; % of control where 0% means no effect; nearly all actives have a fitted effect of over 45% in size
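ATM-like activity read as KAP-1 phosphorylation via AlphaLISA donor/acceptor antibody pairs after lysis and 6 hr at 25C. Cells were ATM-null patient fibroblasts ([…], hTERT), dosed 60 min, then exposed to the DSB inducer NCS for 30 min.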
Integrin act MD: activators of alpha7 integrin expression for muscular dystrophy. alpha7betagal myoblasts, beta-gal FDG fluorescence, 48 h. Potency, µM (top dose mostly 38.3 µM), inactives show at the highest dose activation, most hits filed as activators. 350,000 tested, 0.064% active. AID 624291;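 also: potency is read from the fitted curve at half-maximal effect; 100% = response of the positive control SU9516; nearly all actives have a fitted effect of over 60% in size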
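alpha7betagal+/- myoblasts (passage 13, 250/well) treated 48 h at 37C with compounds at 1:260 dilution of DMSO stock. Lysed, then beta-galactosidase activity read as FDG fluorescence (ex 480/em 540) after 30 min, with pre-read for autofluorescence.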
S-ASM inh: inhibitors of human secretory acid sphingomyelinase; P17405; placental ASM, HMU-PC fluorogenic substrate, 60 min; Potency, µM (titrated, usually from 57.5 µM), without a hit: top-dose activity change, negative = inhibition, actives largely listed as inhibitors; 340,000 tested, 0.006% active; AID 504937; also: potency is read from the fitted curve at half-maximal effect
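Fluorogenic HMU-PC substrate (9 uM final) is turned over by placental ASM in 60 min at 37 C after a 10 min compound preincubation. Reaction ended by alkaline stop (pH 10), with fluorescence read at 386/447 nm.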
Mito fusion yeast: inhibitors of mitochondrial division or activators of mitochondrial fusion | S. cerevisiae fusion-defective mutant growth rescue, CellTiterGlo 48 h | Potency, µM (top dose mostly 46.1 µM), without a hit: top-dose growth rescue (activation), most hits filed as activators | 320,000 tested, 0.23% active;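 also: potency is read from the fitted curve at half-maximal effect; % of control where 0% means no effect; nearly all actives have a fitted effect of over 45% in size; temperature-sensitive fusion mutants such as fzo1-1 at 37 °C on non-fermentable ethanol glycerol medium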
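Compounds are tested for their ability to restore growth of mitochondrial fusion-defective yeast strains at non-permissive 37C in YPEG medium over 48 hours. Viability is quantified by luciferase luminescence.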
ELG1 repair inh: ELG1-dependent DNA repair inhibition. HEK293T ELG1-luciferase reporter, luminescence, 16 h; DNA damage induced by 5-fluorouridine. Potency, µM (titrated, usually from 46.1 µM), for inactives: top-dose activity change, negative = inhibition, actives largely listed as inhibitors. 330,000 tested, 2.3% active; also: potency is read from the fitted curve at half-maximal effect; % is scaled to controls: 0 for no effect and ±100 for the full control effect; nearly all actives have a fitted effect of over 55% in size
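Reporter activity after DNA damage by 5-fluorouridine is monitored. Compound-treated cells incubate 16 hr at 37 °C, then ONE-Glo is added for 30 min before luminescence reading.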
Eya2 phos inh: blocks the phosphatase activity of human Eya2. Potency, µM (doses to about 76.9 µM), for inactives: at the highest dose activity, negative = inhibition, most hits filed as inhibitors. 330,000 tested, 0.006% active. recombinant Eya2, OMFP fluorescence dephosphorylation (OMFP is methylfluorescein phosphate); also: potency is read from the fitted curve at half-maximal effect; % is scaled to controls: 0 for no effect and ±100 for the full control effect
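Eya2 (0.2 uM) preincubated 10 min at ambient with compound, then OMFP substrate added at 50 uM; 10 min reaction in 50 mM HEPES pH 7.5, 50 mM NaCl, 5 uM MgCl2, 0.05% BSA, 1 mM DTT. Fluorescence read at Ex 485/Em 525 nm.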
Numbers without * were called inactive; ? = inconclusive; . = not tested or not shown; [ ] = dose if it differs, or a comment. Unless noted, calls follow the shape of the dose curve; as a rule, active = well fitted curve in the direction sought with a large enough effect; inconclusive = small, poorly fitted or top-dose-only effect, or another doubt; inactive = no such curve, though single readings can be large; an effect the other way counts as inactive or inconclusive.

Each structure is followed by: BCR signal inh	TCR activator	TSG101-PTAP inh	Tb PFK block	TSHR antagonist	AT treatment	Integrin act MD	S-ASM inh	Mito fusion yeast	ELG1 repair inh	Eya2 phos inh
(1) COc1ccc(CCNC(=O)CSc2ncc(C(=O)Nc3ccccc3)c(=O)n2C)cc1
  ?	-64%	-2%	1%	-1	-1%	20%	-2%	-3%	4%	0%
(2) CCOc1ncccc1C(=O)NCc1cccc(OC)c1
  8%	-6%	-2%	8%	10	4%	-5%	2%	2%	5%	1%
(3) NC(=O)N/N=C/c1c(F)c(F)c(F)c(F)c1F
  6%	1%	-4%	-1%	-3	-1%	-54%[inhibitor]	-1%	-1%	-7%	5%
(4) Cc1cc(C(=O)CN2C(=O)C(=O)N(Cc3ccccc3)C2=O)c(C)n1CC1COc2ccccc2O1 (centres undefined)
  0%	1%	-1%	-3%	-6	-7%	2%	-3%	-1%	6.5µM*	6%
(5) CCOc1ccc(S(=O)(=O)NCc2ccc3c(c2)OCO3)cc1
  0%	-2%	-2%	-3%	-6	1%	29%	0%	3%	1%	5%
(6) COc1cccc(C(=O)NCC(c2cccnc2)N2CCN(c3ccccc3OC)CC2)c1 (centres undefined)
  16%	13%	-6%	2%	-17	-1%	-12%	2%	-1%	?	-8%
(7) COc1cccc(NC(=O)CSc2ccc(-c3ccco3)nn2)c1
  1%	4%	-5%	2%	-14	9%	-11%	-10%	13%	0%	10%
(8) N#C/C(=C\c1cn(-c2ccccc2)nc1-c1ccccc1)S(=O)(=O)c1ccccc1
  ?	4%[46.1 µM]	0%	0%	8	-9%	-10%	43%[activator]	0%	?	7%
(9) COc1cc2ccccc2cc1C(=O)NCc1ccncc1
  0%	-4%	1%	-3%	-9	19%	-17%	4%	4%	14%	-7%
(10) O=c1[nH]c(=O)n(-c2ccccc2)c2c1C(C(F)(F)F)(C(F)(F)F)N=C(CCC1CCCCC1)N2
  -2%	-2%[46.1 µM]	-2%	-3%	-10	-2%	33%	-5%	-2%	?	-12%
(11) CCCS(=O)(=O)N1CCC(C(=O)NCc2ccc3c(c2)OCO3)CC1
  0%	-1%	-3%	17%	4	2%	?	1%	13%	7%	18%
(12) CC(C)(C)OC(=O)N1CCC(c2cc(=O)n3[nH]cc(C(=O)Nc4ccc(F)c(Cl)c4)c3n2)CC1
  8%	2%	-9%	3%	4	25%	0%	14%	0%	22%	3%
(13) COC(=O)c1cc2ccsc2n1CC(=O)N(C)C1CCCCC1
  -4%	-1%	-1%	1%	-4	1%	8%	3%	0%	2%	0%
(14) O=C(C1CCC(=O)N1Cc1ccccc1Cl)N1CCN(c2ccc(F)cc2)CC1 (centres undefined)
  -15%	1%	0%	-2%	3	0%	17%	1%	0%	?	6%
(15) CC(C)c1ccc(-c2cc(C(=O)N3N=C(C(F)F)CC3(O)C(F)F)c3ccccc3n2)cc1 (centres undefined)
  ?	3%	3%	3%	28	0%	-60%[inhibitor]	-8%	-8%	?	-30%
(16) COC(=O)CN1C(=O)NC2(CCCc3ccccc32)C1=O (centres undefined)
  ?	-2%	-3%	-9%	6	20%	0%	0%	0%	14%	6%
(17) O=C(Cn1cnc2ccccc2c1=O)Nc1cccc(-c2nnc3n2CCCCC3)c1
  ?	-1%	-7%	1%	-1	4%	15%	-5%	1%	-14%	1%
(18) Cc1c(CN(C)C(=O)c2sc3cc(Cl)ccc3c2Cl)cnn1C
  -1%	-2%	-5%	-2%	1	1%	-43%	-1%	1%	2%	-11%
(19) O=c1oc2cc(OCCO)ccc2c2c1CCCC2
  ?	1%	-1%	-1%	8	5%	4%	22%	1%	?	-5%
(20) CC(=O)c1c(C)nc(-c2ccc(Cl)cc2)nc1NC(=O)C(C)C
  1%	4%	-1%	-7%	-9	9%	-22%	-3%	0%	-1%	1%
(21) Cc1cc(C)c2sc(NC(=O)C3CC3)nc2c1
  0%	9%	-5%	0%	-6	-9%	3%	3%	1%	?	2%
(22) O=c1[nH]cnc(O)c1C(c1ccc(Br)cc1)c1c(O)nc[nH]c1=O
  0%	-4%	1%	1%	9	-5%	-13%	-1%	2%	11%	?
(23) CN(C)S(=O)(=O)c1ccc(NS(=O)(=O)/C=C/c2ccccc2)cc1
  -8%	1%	0%	0%	-2	0%	1%	-2%	0%	0%	9%
(24) O=C(NCCCNC(=O)c1ccco1)c1ccco1
  3%	1%	-4%	1%	8	14%	3%	3%	-1%	5%	14%
(25) CSC1=NC(C)(C)C=C(/C=C/c2c(Cl)cccc2Cl)N1
  ?	-2%	0%	-3%	26	10%	-2%	-2%	-4%	-5%	-4%
(26) CCOC(=O)C1=C(C)N=C2SCCC(=O)N2[C@@H]1c1cccs1
  9%	-4%	2%	-5%	-6	-2%	18%	0%	3%	-4%	14%
(27) COc1cc(-c2nnc(COC(=O)C3c4ccccc4Oc4ccccc43)o2)cc(OC)c1OC
  -4%	-1%	-4%	-3%	-4	-2%	24%	-12%	9%	?	1%
(28) CCCS(=O)(=O)c1ncc(Cl)c(C(=O)Nc2ccc(S(=O)(=O)Nc3ncccn3)cc2)n1
  5%	1%	-4%	25%	-5	8%	-6%	0%	-25%	15%	4%
(29) COc1ccc(S(=O)(=O)N2CCOCC2)cc1OC
  0%	-1%[46.1 µM]	-6%	-7%	9	8%	4%	1%	2%	-7%	3%
(30) COc1ccccc1C(=O)NCCC(=O)N1CCN(c2ccccc2O)CC1
  -2%	2%	-2%	0%	3	-1%	-9%	1%	-4%	5%	-17%

Entries by screen from the entries so far.
Entries 20 to 28 in ELG1 repair inh, in turn: -1%, ?, 11%, 0%, 5%, -5%, -4%, ?, 15%
Entries 20 to 28 in Mito fusion yeast, in turn: 0%, 1%, 2%, 0%, -1%, -4%, 3%, 9%, -25%

Additional structures:
Each structure is followed by: BCR signal inh	TCR activator	TSG101-PTAP inh	Tb PFK block	TSHR antagonist	AT treatment	Integrin act MD	S-ASM inh	Mito fusion yeast	ELG1 repair inh	Eya2 phos inh
(31) CCOc1ccc2nc3sc(C(=O)N4CCN(C)CC4)c(N)c3cc2c1
  21%	-1%	-1%	1%	-8	0%	-19%	3%	-5%	?	14%
(32) Cc1cc(C(=O)COC(=O)Cc2n[nH]c(=O)c3ccccc23)c(C)n1-c1cccc(C(F)(F)F)c1
  -3%	1%[46.1 µM]	-2%	-1%	-10	-5%	-23%	-11%	15%	23µM*	-17%
(33) O=c1cc(CO)oc2ccccc12
  -1%	6%	0%	0%	5	1%	30%	3%	.	17%	1%
(34) CC(C)CNC(=O)c1cc([N+](=O)[O-])ccc1N1CCOCC1
  1%	-5%[46.1 µM]	1%	-3%	17	-1%	8%	0%	0%	0%	3%
(35) CC(=O)N1CCN(C(=O)c2cccc(S(=O)(=O)N3CCN(c4ccc(F)cc4)CC3)c2)CC1
  12%	3%	-3%	1%	1	0%	-2%	.	-1%	1%	-9%
(36) CC1=NN(C(=O)CSCc2ccccc2)C(O)(c2ccc(F)cc2)C1 (centres undefined)
  ?	-1%	-6%	3%	-11	-5%	5%	2%	-2%	-20%	0%
(37) CN1CCN(C(=O)c2ccc(CS(=O)(=O)c3c(Cl)cccc3Cl)o2)CC1
  2%	-3%[46.1 µM]	2%	4%	-1	4%	2%	4%	-5%	-2%	1%
(38) CCc1sc(-c2ccccc2)nc1C(=O)OC
  -3%	-2%	-8%	-2%	-3	8%	-10%	-3%	1%	-3%	15%
(39) Cn1cnnc1SCc1ccccc1[N+](=O)[O-]
  -4%	-3%	2%	-5%	-2	14%	?	-1%	0%	-1%	-18%
(40) O=C(CCS(=O)(=O)Cc1ccccc1)NCc1ccco1
  -2%	.	-1%	0%	5	-1%	13%	4%	-4%	5%	15%
(41) Cc1cc(-c2ccccc2)c(C#N)c(SCC(N)=O)n1
  0%	-6%	-5%	4%	-17	22%	6%	-3%	15%	4%	7%
(42) O=S(=O)(c1ccc2c(c1)OCCO2)N1CCC(c2nc3ccc(Cl)cc3[nH]2)CC1
  ?	.	.	1%	-21	-2%	-21%	-2%	5%	18µM*	2%
(43) COc1cc(C=NNC(=O)c2ccccc2-n2cccc2)ccc1O
  -12%	5%	-1%	-9%	.	10%	-5%	0%	.	-14%	9%
